TWEAK Fn14 block – inhibitors of TWEAK-Fn14 signaling, primary screen, luciferase reporter cells, uHTS; TWEAK-stimulated Fn14 reporter cells, luciferase luminescence, 8 h; inhibition, % at 10 µM; 360,000 compounds, 2% hits; in the data active = inhibition above about 50%
NR2F2 inh – NR2F2 transcriptional activity inhibitors, primary screen, cell-based, luciferase reporter, HEK293T, luminescence; 370,000 compounds, 0.7% hits; COUP transcription factor 2 (Homo sapiens), P24468; inhibition, % at 8.6 µM; AID 686940, 2013; HEK293T NGFI-A luciferase reporter;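 active = inhibition above a per-plate cutoff, mean inhibition of test wells between control levels plus 3 SD, cut at about 38% in these data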;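 note: cells cotransfected with COUP-TFII expression vector driving the NGFI-A reporter; 0% = median of COUP-TF2 test wells and 100% = reporter-only cells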
Target sequence (P24468 whole entry, looked up): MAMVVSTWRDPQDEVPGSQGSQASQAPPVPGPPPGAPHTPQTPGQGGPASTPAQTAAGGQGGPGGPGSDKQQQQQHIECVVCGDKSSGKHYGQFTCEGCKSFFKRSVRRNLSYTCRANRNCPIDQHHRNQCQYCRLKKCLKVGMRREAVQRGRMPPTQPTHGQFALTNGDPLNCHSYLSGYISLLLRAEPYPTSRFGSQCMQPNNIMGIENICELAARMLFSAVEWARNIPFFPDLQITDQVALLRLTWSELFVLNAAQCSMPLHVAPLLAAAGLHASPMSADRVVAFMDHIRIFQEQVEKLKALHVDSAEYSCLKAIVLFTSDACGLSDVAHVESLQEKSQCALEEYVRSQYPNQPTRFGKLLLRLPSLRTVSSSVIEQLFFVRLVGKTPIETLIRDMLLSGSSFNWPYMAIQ
NCOA1 inh – SRC1 coactivator transcriptional activity inhibitors, primary screen, cell-based, luminescence; HEK293 GAL4-SRC1 luciferase reporter; inhibition, % at 3.6 µM; 360,000 compounds, 0.12% hits; AID 588354, 2011;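 active = inhibition above the campaign mean plus 3 SD, with each screening campaign given its own cutoff, cut at about 60% in these data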;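 note: 0% = DMSO treated cells and 100% = gossypol at 36 µM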
TROY NFkB inh – inhibitors of TROY-driven NF-kB signaling, primary screen, Q293 LMP1-TROYcd cells, NF-kB luciferase, uHTS; Q293 LMP1-TROYcd NF-kB luciferase reporter, 4 h; 360,000 compounds, 0.98% hits; inhibition, % at 10 µM;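 active = compounds whose plate-normalised and pattern-corrected inhibition of the luciferase reporter signal at the single screening dose is 50% or more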
Shn3 3UTR inh – reduction of Shn3 3'UTR firefly luciferase signal, primary screen, Schnurri-3 inhibitor project, cell-based, Clone20 osteoblasts, set 2 | Clone20 osteoblast Shn3 3'UTR firefly luciferase, 24 h | inhibition, % at 12.5 µM | 360,000 compounds, 0.52% hits | AID 588674, 2011;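 active = mean inhibition of at least 75% with every replicate also reaching 75%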;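 note: 0% = median of neutral control wells and 100% = pilot-screen positive control compound; some compounds past the cut are filed as inactive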
LRH-1 inv ag – LRH-1 (NR5A2) inverse agonists, primary screen, cell-based, luminescence, HEK293T, StAR-luciferase reporter | inhibition, % at 3.6 µM | LRH-1 transfected, 24 h | Nuclear receptor subfamily 5 group A member 2 (Homo sapiens), O00482 | 360,000 compounds, 0.13% hits;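 active = inhibition above the mean inhibition of all tested compounds plus 3 SD, cut at about 73% in these data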;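 note: 0% = DMSO wells and 100% = reporter-only cells lacking LRH-1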
Target sequence (O00482 whole entry, looked up): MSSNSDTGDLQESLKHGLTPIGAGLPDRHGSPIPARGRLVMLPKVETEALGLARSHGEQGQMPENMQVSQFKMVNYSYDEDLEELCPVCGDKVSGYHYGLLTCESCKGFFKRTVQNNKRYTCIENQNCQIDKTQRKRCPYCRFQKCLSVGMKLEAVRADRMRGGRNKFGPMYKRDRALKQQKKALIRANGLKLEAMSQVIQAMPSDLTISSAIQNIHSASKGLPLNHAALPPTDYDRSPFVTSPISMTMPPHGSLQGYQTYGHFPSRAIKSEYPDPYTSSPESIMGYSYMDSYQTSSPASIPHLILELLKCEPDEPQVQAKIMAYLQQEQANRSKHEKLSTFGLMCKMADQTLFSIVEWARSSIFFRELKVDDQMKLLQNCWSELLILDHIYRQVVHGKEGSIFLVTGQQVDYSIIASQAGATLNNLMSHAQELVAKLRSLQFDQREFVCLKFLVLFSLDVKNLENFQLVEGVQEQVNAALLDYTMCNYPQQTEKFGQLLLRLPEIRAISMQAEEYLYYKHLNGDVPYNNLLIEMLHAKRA
NCOA3 inh – SRC3 coactivator transcriptional activity inhibitors, primary screen, cell-based, luminescence | Nuclear receptor coactivator 3 (Homo sapiens), Q9Y6Q9 | AID 588352, 2011 | inhibition, % at 3.6 µM | HEK293 GAL4-SRC3 luciferase reporter | 360,000 compounds, 0.17% hits;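 active = inhibition above a per-campaign cutoff, the mean of all compounds plus 3 SD, cut at about 60% in these data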;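 note: 0% = DMSO-treated cells and 100% = gossypol-treated cells at 36 µM; higher means less SRC3-driven luciferase light from the GAL4 reporter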
KKLEB cytotox – cytotoxicity in KKLEB CF airway cells, primary screen, cytotoxicity control for CF NF-kB inhibitor project, cell-based, uHTS, fluorescence assay plates | KKLEB CF airway cells viability, ATPlite luminescence, overnight; hits give low values; cells stimulated with P. aeruginosa culture filtrate | activity change (cytotoxicity), % at 5 µM | 360,000 compounds, 0.36% hits;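 active = corrected activity change at or below -50% at 5 µM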
TRAIL sens C8 – viability loss with TRAIL in NB7+C8 cells, primary screen, TRAIL sensitizer project, cell-based, ATPlite luminescence | inhibition (viability loss, TRAIL sensitization), % at 10 µM | 360,000 compounds, 1% hits | AID 624354, 2012;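 active = compounds causing at least 50% loss of cell viability in the single-dose screen, relative to plate controls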
EBV LMP1 NFkB – EBV LMP1-driven NF-kappaB luciferase reporter inhibitors, primary screen, cell-based, luminescence, single point. LMP1-induced NF-kappaB luciferase reporter cells. inhibition, % at 12.5 µM. 350,000 compounds, 0.69% hits. AID 504558, 2011; in the data active = inhibition above about 41%;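 note: 0% = neutral control wells and 100% = reference inhibitor control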
CF NFkB block – inhibitors of PAF-induced NF-kB signaling, primary screen, cell-based, GFP fluorescence, uHTS. KKLEB NF-kB-GFP reporter, GFP fluorescence overnight. inhibition, % at 5 µM. 360,000 compounds, 0.86% hits. AID 588850, 2011;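 active = at least 50% inhibition at 5 µM, scaled per plate between neutral and stimulator controls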;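 note: PAF is a Pseudomonas aeruginosa culture filtrate used as stimulus; plate controls were PAF-stimulated DMSO wells for no effect and unstimulated DMSO wells for full effect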
Active calls of the source: *; . = no result given.

| No. | structure | TWEAK Fn14 block | NR2F2 inh | NCOA1 inh | TROY NFkB inh | Shn3 3UTR inh | LRH-1 inv ag | NCOA3 inh | KKLEB cytotox | TRAIL sens C8 | EBV LMP1 NFkB | CF NFkB block |
| --- | --- | --- | --- | --- | --- | --- | --- | --- | --- | --- | --- | --- |
| 1 | CC(CN1C(C)CCCC1C)OC(=O)c1cccc(F)c1 (stereo unspecified) | 13 | -2 | 5 | -8 | -10 | 10 | 7 | -17 | 14 | 2 | 4 |
| 2 | CC(=O)Oc1ccc(Oc2ccc(-c3noc(C)n3)cc2)cc1 | -19 | -38 | -80 | -20 | -19 | -29 | -52 | 3 | 34 | -13 | -4 |
| 3 | C[C@@H](NC(=O)Cn1ccc(N)nc1=O)c1cccc2ccccc12 | 8 | -14 | 7 | -14 | -6 | 23 | -1 | -2 | 7 | 6 | -16 |
| 4 | NS(=O)(=O)c1ccc(NC(=O)c2c(Cl)cccc2Cl)cc1 | 0 | -15 | -7 | -8 | 11 | -7 | -3 | -10 | 4 | -6 | -18 |
| 5 | O=C(CN1C(=O)NC2(CCCCC2)C1=O)N1CCN(S(=O)(=O)c2cccc(F)c2)CC1 | 10 | -8 | 4 | 1 | 6 | 6 | 10 | -6 | -31 | -2 | 42 |
| 6 | CC(C)(C)c1cc(C(=O)N/N=C/c2ccc(F)cc2)n(-c2ccccc2)n1 | -38 | -8 | 3 | -33 | 5 | 3 | 16 | 7 | -2 | -15 | 13 |
| 7 | Cc1cccc2sc(NC(=O)[C@@H]3CCCN3C(=O)c3cccs3)nc12 | 17 | -5 | -16 | 0 | 10 | 28 | 22 | 7 | -7 | -5 | -13 |
| 8 | CC1=CC(=C(C#N)c2nc3ccccc3s2)C=C(C)N1c1ccc(F)cc1F | 55* | 6 | 1 | 42 | 25 | -13 | -10 | -15 | 42 | -2 | -21 |
| 9 | CC(=O)CCC(=O)OCC(=O)Nc1ccc(SC(F)F)cc1 | 4 | 17 | 7 | -11 | -7 | -17 | -22 | -2 | 1 | -12 | 1 |
| 10 | N#CCCN(C(=S)NC(=O)c1cccs1)c1ccccc1F | -5 | 3 | -15 | -13 | -6 | -16 | 5 | 2 | -7 | -7 | -13 |
| 11 | CC1=C(C(=O)N2CCOCC2)CC(CC(=O)NC(c2ccccc2)c2ccccc2)C(=O)N1Cc1ccc(F)cc1 (stereo unspecified) | 4 | 13 | 3 | -11 | 10 | 2 | -4 | 18 | -7 | 10 | -10 |
| 12 | N#Cc1ccccc1OCC(=O)OCC(=O)N1CCN(C(=O)c2ccco2)CC1 | 3 | -10 | 6 | 4 | -7 | 7 | 5 | -2 | -4 | 8 | -20 |
| 13 | Cc1cnc(NC(=O)c2cc3c(C)nn(-c4ccccc4)c3s2)s1 | 11 | 16 | 1 | -12 | 13 | 3 | -17 | -2 | 12 | -8 | -7 |
| 14 | c1ccc2c(c1)OCC(c1nnc3sc(-c4ccc5c(c4)OCO5)nn13)O2 (stereo unspecified) | -31 | 1 | -15 | -44 | -22 | -29 | -18 | 1 | -11 | -10 | -5 |
| 15 | Cc1csc(CN(C)C(=O)CC2C(=O)NCCN2Cc2ccc(F)cc2Cl)n1 (stereo unspecified) | -11 | 2 | -13 | -21 | 6 | -13 | 18 | 10 | -6 | -4 | 1 |
| 16 | CCOC(=O)c1ccc(CN(Cc2ccccc2)S(=O)(=O)c2cccc([N+](=O)[O-])c2)cc1 | -14 | 5 | 5 | 12 | 3 | 11 | 13 | -5 | 6 | 0 | -4 |
| 17 | Cc1cccc(NS(=O)(=O)c2cccs2)c1 | 7 | -2 | 5 | -10 | -14 | -6 | 16 | -6 | -4 | 2 | -35 |
| 18 | COc1ccc(N2CCN(C(=S)Nc3ccc(C)cc3C)CC2)cc1 | -25 | -14 | 17 | -35 | 1 | 9 | 12 | 5 | -2 | -1 | -4 |
| 19 | CSc1cc(C)c(OCC(=O)Nc2c(C)nn(C)c2C)c(C)c1 | -1 | 22 | 7 | 3 | 2 | 1 | 12 | -8 | 2 | 5 | 22 |
| 20 | CC(=O)N1c2ccc(Cl)cc2C2OCCC2C1c1ccco1 (stereo unspecified) | 8 | 5 | -4 | -3 | 7 | -7 | 11 | 13 | -2 | -1 | -3 |
| 21 | COc1ccc(/C=N/NC(=O)c2c(C)n(C)c3ccc(OC)cc23)c(OC)c1 | -9 | 23 | 11 | 2 | 16 | 11 | 21 | 18 | -10 | 7 | -10 |
| 22 | Cc1cccc(C(=O)NCC(=O)OCC(=O)NCCNC(=O)COC(=O)CNC(=O)c2cccc(C)c2)c1 | -3 | -12 | -3 | 12 | -1 | -11 | -20 | 20 | -10 | 1 | -36 |
| 23 | CC(C)(C)NC(=O)c1ccc(NC(=O)c2ccccc2-c2ccccc2C(=O)O)cc1 | 9 | 3 | 5 | 4 | -13 | -1 | -6 | 6 | 5 | -9 | 5 |
| 24 | CCc1ccc(NC(=O)Cn2nc(C)c([N+](=O)[O-])c2C)cc1 | 7 | -5 | -6 | 21 | 38 | -13 | -3 | 8 | -4 | 0 | -8 |
| 25 | O=C(NC12CC3CC(CC(C3)C1)C2)N1CCN(C(=O)c2ccco2)CC1 | 19 | -6 | -21 | -27 | -3 | -8 | 7 | 1 | -2 | -1 | 15 |
| 26 | Oc1ccc(-c2cnc3ccccc3n2)cc1 | 3 | -67 | -84 | -57 | -62 | -84 | -88 | 5 | 6 | 3 | -5 |
| 27 | CCOC(=O)/C(C#N)=C/c1cn(CCC(=O)O)nc1-c1ccc(OC)cc1 | 6 | 6 | 2 | -17 | -23 | 16 | 22 | -1 | 2 | 5 | -8 |
| 28 | CCC(C)Nc1nc2c(c(=O)[nH]c(=O)n2C)n1CCC(C)C (stereo unspecified) | -4 | -15 | -12 | 1 | 18 | -6 | 9 | 3 | -16 | -1 | 3 |
| 29 | Cc1nc2[nH]c(=S)[nH]c2cc1Br | 1 | -11 | -1 | 12 | 4 | 1 | 0 | 4 | -1 | 0 | -2 |
| 30 | S=C(NC1CC1)NC1CCCc2ccccc21 (stereo unspecified) | 11 | -8 | 11 | -37 | -3 | -8 | -10 | 0 | 5 | -1 | -20 |
| 31 | O=C1NC(=O)/C(=C/c2cccc(O)c2)N1 | 3 | -28 | 12 | -19 | 5 | 8 | -20 | 2 | -19 | 31 | -32 |
| 32 | COCCNC(=O)CSc1nc2c(n1-c1ccccc1)CCCC2 | -13 | -2 | -3 | -5 | -7 | -3 | -9 | 7 | -10 | -2 | -19 |
| 33 | CCOC(=O)C1CCc2sc(N)c(C#N)c21 (stereo unspecified) | 15 | 10 | 5 | -13 | -1 | -17 | 1 | 12 | -12 | -2 | 6 |
| 34 | CC1CCCN(C(=O)c2ccc([N+](=O)[O-])o2)C1 (stereo unspecified) | -8 | -28 | -28 | -15 | 1 | 36 | 8 | -7 | 5 | -5 | -6 |
| 35 | O=C(Cn1cncn1)NCc1cccc2ccccc12 | 2 | -16 | -18 | 4 | -3 | -9 | 2 | -4 | -10 | -5 | 8 |
| 36 | C#CCOCCOCCOCCNc1nc(N2CCN(C(=O)CCCCCCCCCCNC(=O)Cn3cc(CCCCCN)nn3)CC2)nc(N2CCN(C(=O)CCCCCCCCCCNC(=O)[C@@H]([C@H](C)O)n3cc(C)nn3)CC2)n1 | -4 | . | 4 | 1 | -33 | -12 | 6 | -3 | 29 | 2 | -2 |
| 37 | O=C(NN1CC(=O)N(c2cc(Cl)cc(Cl)c2)CC1=O)c1cccs1 | -18 | 2 | -78 | 8 | . | 1 | 12 | 0 | 8 | 0 | 4 |
| 38 | CCCCn1c2ccc(F)cc2c2nnc(SCCN3CCOCC3)nc21 | 2 | -6 | 16 | -2 | -8 | 15 | 3 | -30 | 7 | 2 | 12 |
| 39 | Cc1ccc(S(=O)(=O)N(CC(=O)N/N=C/c2ccccc2C(=O)O)c2cc(Cl)cc(Cl)c2)cc1 | 24 | 5 | 5 | 4 | -20 | -8 | 4 | 1 | -3 | 2 | -1 |
| 40 | CN(CCCC(=O)Nc1ccccc1)S(=O)(=O)c1ccc(Cl)cc1 | -4 | -10 | 6 | -8 | 9 | 14 | 10 | 2 | 1 | 2 | -39 |
| 41 | O=C(Cc1ccccc1)N1O[C@H]2C=C[C@@H]1CC2 | 2 | -5 | 10 | 1 | 2 | -3 | 3 | 8 | 8 | -6 | -16 |
| 42 | CCCCN(C(=O)Cc1ccc(S(=O)(=O)N2CCOCC2)s1)c1ccccc1 | -21 | 22 | -33 | 2 | 10 | 1 | -2 | 0 | 11 | -11 | 8 |

By substructure, the compounds so far containing fluorine
| No. | structure | TWEAK Fn14 block | NR2F2 inh | NCOA1 inh | TROY NFkB inh | Shn3 3UTR inh | LRH-1 inv ag | NCOA3 inh | KKLEB cytotox | TRAIL sens C8 | EBV LMP1 NFkB | CF NFkB block |
| --- | --- | --- | --- | --- | --- | --- | --- | --- | --- | --- | --- | --- |
| 1 | CC(CN1C(C)CCCC1C)OC(=O)c1cccc(F)c1 (stereo unspecified) | 13 | -2 | 5 | -8 | -10 | 10 | 7 | -17 | 14 | 2 | 4 |
| 5 | O=C(CN1C(=O)NC2(CCCCC2)C1=O)N1CCN(S(=O)(=O)c2cccc(F)c2)CC1 | 10 | -8 | 4 | 1 | 6 | 6 | 10 | -6 | -31 | -2 | 42 |
| 6 | CC(C)(C)c1cc(C(=O)N/N=C/c2ccc(F)cc2)n(-c2ccccc2)n1 | -38 | -8 | 3 | -33 | 5 | 3 | 16 | 7 | -2 | -15 | 13 |
| 8 | CC1=CC(=C(C#N)c2nc3ccccc3s2)C=C(C)N1c1ccc(F)cc1F | 55* | 6 | 1 | 42 | 25 | -13 | -10 | -15 | 42 | -2 | -21 |
| 9 | CC(=O)CCC(=O)OCC(=O)Nc1ccc(SC(F)F)cc1 | 4 | 17 | 7 | -11 | -7 | -17 | -22 | -2 | 1 | -12 | 1 |
| 10 | N#CCCN(C(=S)NC(=O)c1cccs1)c1ccccc1F | -5 | 3 | -15 | -13 | -6 | -16 | 5 | 2 | -7 | -7 | -13 |
| 11 | CC1=C(C(=O)N2CCOCC2)CC(CC(=O)NC(c2ccccc2)c2ccccc2)C(=O)N1Cc1ccc(F)cc1 (stereo unspecified) | 4 | 13 | 3 | -11 | 10 | 2 | -4 | 18 | -7 | 10 | -10 |
| 15 | Cc1csc(CN(C)C(=O)CC2C(=O)NCCN2Cc2ccc(F)cc2Cl)n1 (stereo unspecified) | -11 | 2 | -13 | -21 | 6 | -13 | 18 | 10 | -6 | -4 | 1 |
| 38 | CCCCn1c2ccc(F)cc2c2nnc(SCCN3CCOCC3)nc21 | 2 | -6 | 16 | -2 | -8 | 15 | 3 | -30 | 7 | 2 | 12 |

Screening data (PubChem BioAssay)

These rows are one share of the data; rates above refer to the full screens.
